VIM-2 inhibitor: VIM-2 metallo-beta-lactamase inhibitors, primary screen, biochemical, epi-absorbance readout, Pseudomonas aeruginosa enzyme. purified VIM-2, nitrocefin hydrolysis, epi-absorbance fluorescence. inhibition, % at 5.6 µM. hit rate 0.89% among 290,000. AID 1527, 2009;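 active means inhibition above the mean of all tested compounds plus 3 SD, cutoff set per screening run, cut at about 7.5% in these data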;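 further: red hydrolysis product quenches plate fluorescence so inhibitors raise well fluorescence; 0% = enzyme with DMSO and 100% = DMSO without enzyme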
UBC9 SUMO inh: inhibitors of in vitro SUMOylation cascade, primary screen, biochemical, HTRF, uHTS | HTRF SUMOylation assay, SAE1/SAE2 + UBC9 | hit rate 0.36% among 290,000 | AID 2006, 2009 | SUMO-conjugating enzyme UBC9 (Homo sapiens), P63279 | inhibition, % at 35 µM; in the data active means inhibition above about 50%, passing the limit was not always enough; further: strong numbers were not always called active
Target sequence (P63279 whole entry, looked up): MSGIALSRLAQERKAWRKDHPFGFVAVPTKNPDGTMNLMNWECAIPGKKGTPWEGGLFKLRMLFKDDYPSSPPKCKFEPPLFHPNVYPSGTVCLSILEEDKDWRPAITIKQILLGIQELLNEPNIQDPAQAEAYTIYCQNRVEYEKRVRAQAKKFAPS
IDE inh: human IDE inhibitors in live cells, primary screen, fluorescence polarization, HEK cells, FAbetaB substrate; Insulin-degrading enzyme (Homo sapiens), P14735; FAbetaB cleavage; inhibition, % at 5.59 µM; hit rate 0.41% among 320,000;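 active means percent inhibition above the average of all tested compounds plus 3 SD, set per screening campaign, cut at about 16% in these data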;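 further: IDE supplied by intact live HEK cells; FP after avidin binding of uncleaved biotin substrate so inhibition keeps polarization high; 0% = DMSO wells and 100% = 60 µM reference IDE inhibitor Ii1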
CRFR2-BP antag: antagonists of CRF-BP/CRF-R2 complex, primary screen, cell-based, HEK293, calcium dye fluorescence, uHTS | CRF-induced calcium fluorescence | inhibition, % at 11.8 µM | hit rate 0.59% among 350,000;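 active means inhibition of the ligand-induced calcium signal above about 50% at the single tested concentration, limit read from the data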
NS3 helicase inh: inhibitors of HCV NS3 helicase, primary screen, biochemical, Cy5 molecular beacon fluorescence; hit rate 0.56% among 290,000; inhibition, % at 10.9 µM; NS3 helicase DNA unwinding; Hepatitis C virus NS3 helicase; AID 1800, 2009;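 active means inhibition above the mean of all tested compounds plus 3 SD, set per campaign, cut at about 35% in these data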;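 further: 0% = DMSO wells and 100% = thioflavine S control wells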
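Control set: DMSO versus 110 µM thioflavine S; Material: NS3 helicase fragment of HCV; Measured by: Cy5 fluorescence at 0 and 60 min, beacon hairpin quenching; Read-out basis: percent inhibition from t60/t0 fluorescence ratio; Times: reaction time 60 min, 25 °C; Repeats: single replicate; Compound dosing: single dose, 10.9 µM nominal final, DMSO 0.8% final.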
GalR3 antagonist: GalR3 antagonists in HEK293 cells, primary screen, cell-based, fluorescence readout | HEK293 GalR3-CNG cAMP membrane potential fluorescence; galR3 body fused to GalR1 C-terminus | inhibition, % at 3 µM | Galanin receptor type 3 (Homo sapiens), O60755 | AID 651719, 2012 | hit rate 0.44% among 360,000;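 active means inhibition above the screen-wide average plus 3 SD, cut at about 13% in these data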;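 further: forskolin and galanin both at EC90 stimulate the cells; cAMP rise reported by CNG channel membrane potential dye signal; 0% = forskolin plus galanin with DMSO and 100% = forskolin alone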
Target sequence (O60755 1-299 limits assumed): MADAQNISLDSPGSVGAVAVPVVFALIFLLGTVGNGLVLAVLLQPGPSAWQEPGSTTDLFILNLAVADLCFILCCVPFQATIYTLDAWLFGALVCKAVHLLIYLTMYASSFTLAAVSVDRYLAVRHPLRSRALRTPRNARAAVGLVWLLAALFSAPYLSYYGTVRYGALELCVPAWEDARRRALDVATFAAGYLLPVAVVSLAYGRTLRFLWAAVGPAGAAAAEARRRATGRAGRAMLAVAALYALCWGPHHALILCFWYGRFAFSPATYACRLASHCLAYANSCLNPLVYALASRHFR
IDE cell activ: human IDE activators in live cells, primary screen, fluorescence polarization, HEK cells, FAbeta-B substrate; hit rate 0.073% among 340,000; activation, % at 5.96 µM; Insulin-degrading enzyme (Homo sapiens), P14735; FAbeta-B cleavage; 0% vehicle, 100% cell-free pure enzyme wells;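 active means activation above the mean of all tested compounds plus 3 SD, set per screening campaign, cut at about 17% in these data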
pCIP destab: p/CIP-EGFP fusion destabilizers, primary screen, fluorescence, F442A cells; Q05BA5; 16 h; decrease of EGFP signal, % at 10 µM; hit rate 0.01% among 290,000;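 active means EGFP signal decrease of at least 30% at 10 µM or well 3 SD below plate mean, unless failing retest; inactive means the rest, including hits failing retest or dose response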; further: some compounds called inactive have numbers as strong as hits; many of its hits are not listed in these tables
IMP-1 inh: IMP-1 metallo-beta-lactamase inhibitors, primary screen, biochemical, epi-absorbance readout, Pseudomonas aeruginosa enzyme; metallo-beta-lactamase IMP-1 (Pseudomonas aeruginosa); purified IMP-1, nitrocefin hydrolysis, epi-absorbance fluorescence; inhibition, % at 5.6 µM; hit rate 0.45% among 290,000; AID 1556, 2009;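 active means inhibition above the mean plus 3 SD of all compounds in the same screening run, cut at about 4.5% in these data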;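 further: 0% = IMP-1 with DMSO and 100% = DMSO wells lacking enzyme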
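Assay system: purified recombinant IMP-1 beta-lactamase. Input: IMP-1 0.2 nM before substrate addition. Buffer or medium: Zinc- and detergent-supplemented HEPES buffer, pH 7.1. Schedule: 25 °C, 15 min preincubation, 25 min reaction. Signal: Epi-absorbance fluorescence, 480 nm excitation, 530 nm emission. Evaluation: percent inhibition from optical density relative to buffer-blank wells.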
* = called active by the depositor; . = not tested or not shown.

SMILES	VIM-2 inhibitor	UBC9 SUMO inh	IDE inh	CRFR2-BP antag	NS3 helicase inh	GalR3 antagonist	IDE cell activ	pCIP destab	IMP-1 inh
CCOc1cc(CO)cc(Br)c1OCC(=O)O	-1.8	.	-2	-26	12	3	3	.	-4.2
CC1CCN(c2ccc(NC(=O)c3cccnc3)cc2)CC1	-0.4	-5	1	-1	16	5	4	-10	1.4
CCCc1cc(C(=O)N2CCC(n3nccc3NC(=O)c3ccc(OC)cc3)CC2)no1	0.6	8	-5	-7	0	-7	3	-16	-2.8
Nc1ncnc(N)c1N=Nc1ccccc1	-3.0	8	.	-5	-1	-10	10	0	-3.5
c1nc(NCc2ccc3c(c2)OCO3)c2cc(-c3ccoc3)ccc2n1	.	.	5	-14	.	6	-1	.	.
Cc1ccc(S(=O)(=O)N2CCc3ccccc3C2)cc1	-2.2	-6	5	4	-11	-10	4	-12	-3.6
Cc1c(NC2=NC(C)(C)Cc3ccccc32)c(=O)n(-c2ccccc2)n1C	-1.1	28	0	14	-5	-2	6	7	0.3
Cc1cc(C)cc(N(CC(=O)NCc2ccccc2Cl)S(=O)(=O)c2c(C)[nH]c(=O)[nH]c2=O)c1	-1.5	16	14	5	24	-6	5	-17	-1.3
O=C(CSc1nc(O)cc(=O)n1-c1ccccc1)Nc1ccc2c3c(cccc13)CC2	-2.5	36	-2	-5	8	-1	4	-9	-0.7
COc1ccccc1OCCNC(=O)c1cccs1	-3.6	20	2	29	-9	-2	6	-3	-2.7
COc1ccc(CN(C)C(=O)c2ccc(OCC(=O)N3CCOCC3)c(OC)c2)cc1	.	.	1	0	.	-7	1	.	.
CCc1c(O)nc(SCC(=O)Nc2ccccc2C)n(-c2ccc(C)cc2)c1=O	-0.5	-2	1	24	-2	-3	6	-3	0.0
O=C(COc1ccc(C2SCCS2)cc1)Nc1ccc(Cl)cc1	-0.6	14	9	15	-6	1	4	0	-1.0
Cc1c(OCC(=O)N2C[C@H]3C[C@@H](C2)c2cccc(=O)n2C3)ccc2c3c(c(=O)oc12)CCCC3	5.9	2	2	6	8	4	-3	6	-2.6
c1csc(C2CCCN2c2nc3nonc3nc2NC2CC2)n1 (stereo not drawn)	0.8	4	3	-36	15	-3	2	-1	-1.6
CCOC(=O)N1CCN(S(=O)(=O)c2ccc(C(=O)Nc3nc4c(s3)CC(C)CC4)cc2)CC1 (stereo not drawn)	-0.5	-2	-3	0	-1	0	-4	2	0.0
CCc1cc(C)cc(OCCOc2ccccc2/C=N/NC(C)=O)c1	-2.1	6	-4	11	-6	-11	0	-12	0.4
CC1(C)CC(=O)C2=C(C1)N(Cc1ccc(F)cc1)C(=O)C2(NC(=O)c1cccnc1)C(F)(F)F (stereo not drawn)	0.7	16	-5	2	4	-5	-1	0	-2.0
CC1(c2ccccc2Cl)NC(=O)N(CC(=O)Nc2ccccc2OC(F)F)C1=O (stereo not drawn)	-1.5	17	1	-5	1	-9	-3	-6	-1.8
CCOC(=O)N1CCN(CC(O)c2ccccc2)CC1 (stereo not drawn)	-1.5	-5	2	7	11	-6	0	-3	-2.4
CC(=O)Nc1ccc2nc(CN3CCN(Cc4ccc(F)cc4)C(CCO)C3)ccc2c1 (stereo not drawn)	-1.5	18	-1	-1	7	-6	4	3	-2.0
O=C(NC1CCSc2ccccc21)c1ccc(F)cc1 (stereo not drawn)	-1.4	3	2	3	4	4	-2	3	0.1
N/C(=N\OC(=O)c1ccc(Cl)cc1)c1ccccn1	-1.6	4	4	11	-2	-4	4	10	-1.3
COc1ccc(S(N)(=O)=O)cc1C(=O)OCC(=O)N1CCCC(C)C1 (stereo not drawn)	.	.	-6	4	.	-1	-1	.	.
COc1cccc(NC(=O)CS(=O)(=O)c2cccc3nsnc23)c1	-1.7	-4	-7	6	12	-7	-2	-31	-1.0

Copied from the entries so far (4 entries):
SMILES	VIM-2 inhibitor	UBC9 SUMO inh	IDE inh	CRFR2-BP antag	NS3 helicase inh	GalR3 antagonist	IDE cell activ	pCIP destab	IMP-1 inh
CCOc1cc(CO)cc(Br)c1OCC(=O)O	-1.8	.	-2	-26	12	3	3	.	-4.2
CC1CCN(c2ccc(NC(=O)c3cccnc3)cc2)CC1	-0.4	-5	1	-1	16	5	4	-10	1.4
CCCc1cc(C(=O)N2CCC(n3nccc3NC(=O)c3ccc(OC)cc3)CC2)no1	0.6	8	-5	-7	0	-7	3	-16	-2.8
Nc1ncnc(N)c1N=Nc1ccccc1	-3.0	8	.	-5	-1	-10	10	0	-3.5

Returning to the listing, starting 3 compounds before the break.
SMILES	VIM-2 inhibitor	UBC9 SUMO inh	IDE inh	CRFR2-BP antag	NS3 helicase inh	GalR3 antagonist	IDE cell activ	pCIP destab	IMP-1 inh
N/C(=N\OC(=O)c1ccc(Cl)cc1)c1ccccn1	-1.6	4	4	11	-2	-4	4	10	-1.3
COc1ccc(S(N)(=O)=O)cc1C(=O)OCC(=O)N1CCCC(C)C1 (stereo not drawn)	.	.	-6	4	.	-1	-1	.	.
COc1cccc(NC(=O)CS(=O)(=O)c2cccc3nsnc23)c1	-1.7	-4	-7	6	12	-7	-2	-31	-1.0
COc1ccc(-c2nn(-c3ccccc3)cc2/C=C2/SC(=S)N(CCCC(=O)O)C2=O)c(C)c1	-0.8	44	1	20	-32	-12	1	12	3.8
CCOc1ccc(/C=N/Nc2ccccc2)cc1	-0.6	21	-4	1	-17	-7	-1	-14	-0.5
COCCNC(=O)C(C)OC(=O)c1cc2occc2n1C (stereo not drawn)	-4.7	13	2	-4	6	-6	1	-4	-5.0
O=C(CCC(=O)Nc1nnc(C2CCCCC2)s1)Nc1ccc(F)cc1	-3.0	11	4	6	12	-3	7	-3	-3.3
Cn1cccc1/C=N\NC(=O)C1COc2ccc(C(C)(C)C)cc2O1 (stereo not drawn)	-1.7	-15	1	-20	-6	3	-2	0	-2.1
CCOC(=O)c1ccccc1NC(=O)c1cn(CC)c2nc(C)ccc2c1=O	.	.	-1	9	.	-7	1	.	.
COc1cccc(NC(=O)C(NCCC(C)C)c2ccccc2)c1 (stereo not drawn)	-4.0	8	1	-2	-2	-6	3	-10	0.1
COc1cccc(-c2nnc(SCC(=O)Nc3cc(C)ccc3OC)n2N)c1	-3.4	-10	13	-2	-3	-5	2	2	-4.2
Cc1ccccc1NS(=O)(=O)c1ccc(F)cc1	-4.7	19	0	3	-1	2	5	-3	-6.5
COc1ccc(Nc2nc(N)nc(SCc3nnc(C)s3)n2)cc1	-4.3	-27	-1	1	2	3	4	13	-2.7
Cc1c(C#N)sc(C(N)=O)c1C	-3.5	0	0	2	3	-4	2	-4	-4.1
COc1cc(-c2nn3c(Cc4ccccc4)nnc3s2)cc(OC)c1OC	1.2	8	1	-27	-14	4	-8	10	0.2
COc1ccc(-c2nnc(SCC(=O)/C(C#N)=C(\C)N)o2)cc1	-1.6	2	-2	16	5	-5	2	1	-0.9
Cc1ccc(NC(=S)N/N=C/c2c(C)nn(-c3ccccc3)c2N2CCCC2)cc1	-1.8	-8	2	1	-1	-2	3	-14	0.1
CCOC(=O)c1c(/N=C/c2ccc(C)cc2O)sc2c1CCN(C)C2	-0.3	1	4	7	-5	0	7	-1	-2.0
O=C(NNS(=O)(=O)c1ccccc1Cl)C1COc2ccccc2O1 (stereo not drawn)	.	.	1	-1	.	-4	-2	.	.
COC(=O)COc1ccc(S(=O)(=O)Nc2ccccc2C(=O)OC)cc1	-0.4	4	4	9	-1	-5	2	-1	-0.1
O=C(Nc1cccc(Cl)c1)NC1CC2CCC1C2 (stereo not drawn)	-1.4	-4	3	8	6	-11	4	16	0.5
Cc1cc(NC(=O)COn2nnc3ccc(Cl)cc32)no1	0.4	8	-10	-1	0	-1	1	-3	-2.0
Cc1cc(C)n(-c2ccc(NC(=O)C3CCCCN3C(=O)c3ccc(C)s3)cc2)n1 (stereo not drawn)	-0.2	-1	1	6	-5	0	4	-10	-0.7
Cc1ccc(CNS(=O)(=O)c2ccc3c(c2)N(C)CCO3)cc1	-3.4	.	1	12	-4	-7	7	0	-1.2
CC(C)OCCCNC(=O)C1CCC(=O)N1C1CCCC1 (stereo not drawn)	-3.9	6	0	-4	1	-6	-3	8	-5.3
Cc1ccc2nc(N3CCOCC3)c3nncn3c2c1	-0.9	18	2	3	6	2	8	-1	0.2
CC(=O)N(Cc1ccccc1)c1c(N)nc(N)[nH]c1=O	.	.	-3	-7	.	-3	-7	.	.
CCCc1ccc(Oc2cc(C)nc(N3CCOCC3)n2)cc1	-2.2	-27	3	-11	4	15*	2	-5	-2.2
Remaining list, next part
SMILES	VIM-2 inhibitor	UBC9 SUMO inh	IDE inh	CRFR2-BP antag	NS3 helicase inh	GalR3 antagonist	IDE cell activ	pCIP destab	IMP-1 inh
COc1ccc(-c2c(C#Cc3ccsc3)c3cc(-c4ccc(CN5CCOCC5)cc4)ccc3n2C)cc1	.	.	4	0	.	-1	-1	.	.
COc1cc(NC(=O)c2ccccc2)c(OC)cc1NC(=O)CN1C(=O)NC2(CCCCC2)C1=O	.	.	-5	-5	.	4	3	.	.
CC1(C(=O)NNC(=O)c2ccc([N+](=O)[O-])cc2)CC1(Br)Br (stereo not drawn)	-1.1	.	4	-16	-5	-9	4	8	-1.2
O=C(NCc1cccnc1)c1cc(-c2ccccc2)on1	-2.9	12	-7	-22	-7	-6	2	0	-5.6
NC(=O)C1CCN(C(=O)CSc2nc3ccccc3s2)CC1	1.2	14	4	-3	11	4	0	-1	-2.3
O=S(=O)(NC1CC2CCC1C2)c1ccc(Cl)cc1 (stereo not drawn)	-0.6	6	0	-26	21	-9	2	-15	-3.6

GalR3 antagonist: hit marks shown above.
SMILES	VIM-2 inhibitor	UBC9 SUMO inh	IDE inh	CRFR2-BP antag	NS3 helicase inh	GalR3 antagonist	IDE cell activ	pCIP destab	IMP-1 inh
CCCc1ccc(Oc2cc(C)nc(N3CCOCC3)n2)cc1	-2.2	-27	3	-11	4	15*	2	-5	-2.2

High-throughput results deposited in PubChem by several laboratories.
